# USP1 inh: Inhibitors of USP1/UAF1: Primary Screen | recombinant USP1/UAF1, Ub-Rhodamine cleavage fluorescence | Potency, µM (series often up to 57.1 µM), for the others: top-dose activity change, negative = inhibition, hits mostly inhibitors | actives 0.23% (n = 390,000) | AID 743255, 2014; further: potency means the concentration at half of the fitted maximal effect; on the % scale 0 is the no-effect control and ±100 the full control effect; nearly all actives have a fitted effect of over 60% in size; inactives centre near -12
#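 1 nM enzyme complex + cpd, 15 min RT; start with Ub-Rho 150nM final; kinetic fluorescence ex 480/em 540, 6 reads q60 s. Buffer 50mM HEPES pH 7.8, 0.5mM EDTA, 0.1 mg/ml BSA, 1mM TCEP, 0.01% Tween-20.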
# Vif-A3F inh: qHTS for Inhibitors of Vif-A3F Interactions: qHTS | HeLa A3F-eYFP + Vif (tagged APOBEC3F with the HIV-1 protein that degrades it), YFP fluorescence increase | Potency, µM (top dose mostly 46.1 µM), inactives show at the highest dose activity, negative = active | actives 0.2% (n = 390,000); further: potency means the concentration at half of the fitted maximal effect; % of control where 0% means no effect; nearly all actives have a fitted effect of over 65% in size
#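 HeLa cells stably expressing Vif plus C-terminally eYFP-tagged A3F were seeded, incubated overnight at 37 deg C, dosed with compound, incubated overnight again at 37 deg C. Yellow fluorescence (Ex 488/Em 500-530) reported blocked Vif-mediated A3F-eYFP degradation.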
# GRP78 ERSR act: qHTS for Inducers of the Endoplasmic Reticulum Stress Response (ERSR) in Human Glioma: qHTS; U87-MG GRP78 promoter luciferase reporter, 16 h; AID 602332, 2012; Potency, µM, for inactives: at the highest dose activation, usual class: activators; actives 0.02% (n = 420,000); further: potency means the concentration at half of the fitted maximal effect; series mostly up to about 76 µM; % of control where 0% means no effect; nearly all actives have a fitted effect of over 35% in size
#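 Stably transfected U87-MG human glioma cells carrying a GRP78-based luminescent sensor were seeded at 1000 cells/well, pin-dosed with compounds and incubated 16 h. Luciferase reagent was then added, and end-point luminescence was read after 10 min at room temperature.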
# TrxR1 substrate: qHTS Assay for Substrates of Mammalian Selenoprotein Thioredoxin Reductase 1 (TrxR1): qHTS; Potency, µM (doses to about 114 µM), for the others: at the highest dose activity change, negative = substrate turnover; actives 0.01% (n = 390,000); Thioredoxin reductase 1, cytoplasmic (Rattus norvegicus), O89049; purified TrxR1 substrate turnover, NADPH consumption readout; further: potency means the concentration at half of the fitted maximal effect; on the % scale 0 is the no-effect control and ±100 the full control effect; nearly all actives have a fitted effect of over 50% in size
# Target sequence (O89049 whole entry, looked up): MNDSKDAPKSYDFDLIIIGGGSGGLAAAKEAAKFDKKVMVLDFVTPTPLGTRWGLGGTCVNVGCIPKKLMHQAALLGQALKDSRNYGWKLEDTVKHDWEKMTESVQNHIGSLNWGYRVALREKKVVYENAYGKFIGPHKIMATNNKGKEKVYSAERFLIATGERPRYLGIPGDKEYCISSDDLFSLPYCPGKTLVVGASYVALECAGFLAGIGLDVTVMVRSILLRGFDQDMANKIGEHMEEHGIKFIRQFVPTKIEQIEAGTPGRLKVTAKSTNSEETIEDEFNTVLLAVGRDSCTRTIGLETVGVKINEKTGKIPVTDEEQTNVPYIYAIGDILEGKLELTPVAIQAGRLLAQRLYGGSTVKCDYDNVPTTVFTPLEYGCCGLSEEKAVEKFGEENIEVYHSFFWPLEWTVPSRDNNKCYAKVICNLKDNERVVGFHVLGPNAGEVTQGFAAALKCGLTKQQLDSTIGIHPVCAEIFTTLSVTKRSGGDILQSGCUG
#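 Rat TrxR1, dispensed at 90 nM, was prereduced with 400 uM NADPH (final) for 5 min at ~22 deg C, then incubated with compound 15 min before 400 uM selenite. A first-read NADPH fluorescence drop versus no-compound background flagged substrates.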
# RGS4 inh: Inhibitors of Regulator of G Protein Signaling (RGS) 4: qHTS; Regulator of G-protein signaling 4 (Homo sapiens), P49798; Transcreener GDP fluorescence polarization, RGS4-accelerated GTP hydrolysis; Potency, µM (top dose mostly 114 µM), for the others: at the top dose activity change, negative = inhibition, hits mostly inhibitors; AID 504845, 2011; actives 0.039% (n = 390,000); further: potency means the concentration at half of the fitted maximal effect; on the % scale 0 is the no-effect control and ±100 the full control effect; nearly all actives have a fitted effect of over 75% in size; some results filed as inactive show a strong effect at the top dose
# Target sequence (P49798 whole entry, looked up): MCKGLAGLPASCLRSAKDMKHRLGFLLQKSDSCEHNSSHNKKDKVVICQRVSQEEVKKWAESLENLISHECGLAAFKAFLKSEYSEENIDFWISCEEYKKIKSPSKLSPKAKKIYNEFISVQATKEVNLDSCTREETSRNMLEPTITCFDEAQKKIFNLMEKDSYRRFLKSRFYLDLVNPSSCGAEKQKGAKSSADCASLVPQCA
#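 MLSMR compounds (23 nl, pin-transferred) preincubated 10 min at room temperature with a 500nM (2x) first reagent, then RGS4 at 900nM (2x) plus Transcreener GDP mix added; fluorescence polarization (620/688 nm) read before and after 90 min at 30 °C.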
# LDHA block: qHTS assay for inhibitors of human lactate dehydrogenase. purified LDHA, NADH/diaphorase-resazurin fluorescence; stronger effect = lower value. activity change, % (values are at about 110 or 230 µM). actives 0.15% (n = 480,000). AID 1347041, 2019; in the data active means activity change below about -30%; inconclusive means mostly about -25% to -30%;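 further: plate controls were DMSO wells for no effect and wells without enzyme for full effect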
#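 Resorufin fluorescence (ex540/em590), read at 0 and 20 min after diaphorase/resazurin addition, reports the NADH left after a 5 min room-temperature reaction of 2 nM human LDH5 with 0.06 mM NADH and 0.2 mM pyruvate.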
# Vif-APOBEC3G blk: qHTS for Inhibitors of Vif-A3G Interactions: qHTS; DNA dC->dU-editing enzyme APOBEC-3G (Homo sapiens), Q9HC16; HeLa A3G-eYFP + Vif (tagged APOBEC3G with the HIV-1 protein that degrades it), YFP fluorescence, overnight; Potency, µM (titrated, usually from 46.1 µM), inactives show at the highest dose activity, negative = active, usual class: inhibitors; actives 0.076% (n = 410,000); AID 602310, 2012;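 further: potency means the concentration at half of the fitted maximal effect; on the % scale 0 is the no-effect control and ±100 the full control effect; nearly all actives have a fitted effect of over 60% in size; hits raise eYFP signal because A3G escapes Vif-driven loss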
# Target sequence (Q9HC16 whole entry, looked up): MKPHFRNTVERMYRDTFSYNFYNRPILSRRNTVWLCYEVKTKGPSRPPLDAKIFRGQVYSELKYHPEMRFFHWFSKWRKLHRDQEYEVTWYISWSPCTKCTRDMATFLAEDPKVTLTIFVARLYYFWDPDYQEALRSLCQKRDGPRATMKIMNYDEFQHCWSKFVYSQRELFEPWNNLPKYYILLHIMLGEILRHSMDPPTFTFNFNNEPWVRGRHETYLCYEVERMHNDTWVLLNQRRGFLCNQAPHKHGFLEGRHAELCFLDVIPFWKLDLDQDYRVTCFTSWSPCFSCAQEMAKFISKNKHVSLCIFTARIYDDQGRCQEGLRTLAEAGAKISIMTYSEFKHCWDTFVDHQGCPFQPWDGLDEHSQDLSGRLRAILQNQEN
#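 HeLa cells stably expressing Vif and C-terminally eYFP-tagged A3G, seeded overnight at 37 deg C, then exposed to compound by pintool overnight at 37 deg C. Rise in yellow fluorescence (Ex 488/Em 500-530, Acumen) marks blocked Vif-driven A3G degradation.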
# mIDH1 inhibitor: qHTS for Inhibitors of mutant isocitrate dehydrogenase 1 (IDH1): qHTS; actives 0.093% (n = 390,000); Potency, µM (highest dose often 76.6 µM), for inactives: at the top dose activity change, negative = inhibition, most hits filed as inhibitors; AID 602179, 2012; Isocitrate dehydrogenase [NADP] cytoplasmic (Homo sapiens), O75874; IDH1-R132H enzyme, NADPH consumption, diaphorase/resazurin fluorescence; further: potency means the concentration at half of the fitted maximal effect; on the % scale 0 is the no-effect control and ±100 the full control effect; nearly all actives have a fitted effect of over 65% in size
#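 IDH1-R132H (0.5 ug/mL) preincubated 30 min with compound, then NADPH (0.016 mM) and alpha-KG (2 mM) added; 80 min at RT, pH 7.5. Remaining NADPH coupled via diaphorase/resazurin to fluorescence (540/590 nm); concentration-response curves normalized to no-enzyme control.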
# rTrxR1 inhibitor: qHTS Assay for Inhibitors of Mammalian Selenoprotein Thioredoxin Reductase 1 (TrxR1): qHTS | actives 1% (n = 390,000) | Potency, µM (titrated, usually from 114 µM), for the others: top-dose activity change, negative = inhibition, actives largely listed as inhibitors | recombinant rTrxR1, NADPH fluorescence consumption, selenite substrate | Thioredoxin reductase 1, cytoplasmic (Rattus norvegicus), O89049; further: potency means the concentration at half of the fitted maximal effect; on the % scale 0 is the no-effect control and ±100 the full control effect; nearly all actives have a fitted effect of over 65% in size
#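 Rat TrxR1 (90 nM in the dispensed reagent) was pre-reduced with 400 uM NADPH for 5 min at room temperature, then incubated with compound for 15 min. After 400 uM selenite was added, NADPH fluorescence (Ex 340/Em 450 nm) was followed for 8 min.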
# The depositor's hits bear a star; ? = inconclusive; nt = not tested or not shown; & = joins results of further samples; [ ] = remark or other dose. Unless noted, the call rests on the fitted dose curve; in most records, active means well fitted curve in the direction sought with a large enough effect; inconclusive means small, poorly fitted or top-dose-only effect, or another doubt; inactive means no such curve, though single readings can be large; an effect the other way counts as inactive or inconclusive. Some of the compounds tested (hit frequency here may not be typical).
SMILES,USP1 inh,Vif-A3F inh,GRP78 ERSR act,TrxR1 substrate,RGS4 inh,LDHA block,Vif-APOBEC3G blk,mIDH1 inhibitor,rTrxR1 inhibitor
CCOC(=O)N1CCN(c2c(NCCCN(CC)c3cccc(C)c3)c(=O)c2=O)CC1,-6%,1%,-1%,14%,21%,9,1%,4%,42%
Cc1ccc(CN2CCC(n3nccc3NC(=O)c3ccc4c(c3)OCO4)CC2)o1,-1%,3%,-6%,-5%,-4%,-1,1%,6%,-24%
Cc1nnc(SCC(=O)NNC(=O)COc2ccc(Cl)cc2)n1C,-8%,-3%,-1%,-4%[57.1 µM],-13%,-9,1%,-9%,-2%[57.1 µM]
NC(=O)c1c(NC(=O)CCCC(=O)O)sc2c1CCCCCC2,-4%,-13%,-5%,7%,?,-12,1%,6%,29%
COc1ccc(N=Cc2c(O)[nH]c3ccccc23)cc1OC,-15%,-9%,1%,-7%,-49%,4,0%,2%,-3%
CN(C)c1cc[n+](Cc2ccccc2)cc1,-12%,-1%,-5%,-5%[57.1 µM],-11%,0,0%,2%,7%[57.1 µM]
CCCNC(=O)c1cc(C)no1,2%,3%,-5%,-2%,-3%,-8,-5%,10%,8%
CCCN(CC(=O)Nc1ccccc1OC)C(=O)Cn1c(=O)oc2ccccc21,-21%,-4%,1%,0%[57.1 µM],2%,0,-6%,-6%,-3%[57.1 µM]
CC12CCC(=O)C=C1CCC1C2C(O)CC2(C)C(c3csc(N)n3)CCC12 (stereo unspecified),-21%,?,-3%,2%[2.29 µM],-10%,-4,-3%,-1%,11%[57.1 µM]
COc1ccccc1C(C)N(C)Cc1nc(COc2ccccc2)no1 (stereo unspecified),-10%,5%,-2%,-9%[57.1 µM],8%,-1,3%,7%,19%[57.1 µM]

# Among those listed so far, 3 contain four or more nitrogen atoms:
SMILES,USP1 inh,Vif-A3F inh,GRP78 ERSR act,TrxR1 substrate,RGS4 inh,LDHA block,Vif-APOBEC3G blk,mIDH1 inhibitor,rTrxR1 inhibitor
CCOC(=O)N1CCN(c2c(NCCCN(CC)c3cccc(C)c3)c(=O)c2=O)CC1,-6%,1%,-1%,14%,21%,9,1%,4%,42%
Cc1ccc(CN2CCC(n3nccc3NC(=O)c3ccc4c(c3)OCO4)CC2)o1,-1%,3%,-6%,-5%,-4%,-1,1%,6%,-24%
Cc1nnc(SCC(=O)NNC(=O)COc2ccc(Cl)cc2)n1C,-8%,-3%,-1%,-4%[57.1 µM],-13%,-9,1%,-9%,-2%[57.1 µM]

# Next part.
SMILES,USP1 inh,Vif-A3F inh,GRP78 ERSR act,TrxR1 substrate,RGS4 inh,LDHA block,Vif-APOBEC3G blk,mIDH1 inhibitor,rTrxR1 inhibitor
Cc1ccc(NC(=O)c2ccc(CSc3ccccn3)cc2)c(O)c1,-6%,9%,2%,-4%,6%,-6,0%,8%,29%
COc1ccc(-c2noc(-c3nnn(-c4cc(C)ccc4C)c3N)n2)cc1,?,-17%,0%,-6%,-15%,-4,3%,-3%,3%
CCOc1ccc(OCCC(=O)OCC(=O)c2c(N)n(C)c(=O)n(C)c2=O)cc1,-13%,1%,-3%,-4%,-9%,0,2%,3%,8%
CCC(C)NC(=O)C(NS(=O)(=O)c1ccc2c(c1)c(=O)n(C)c(=O)n2C)c1ccccc1 (stereo unspecified),-10%,-3%,-2%,4%,12%,-7,0%,4%,7%
O=C(COc1ccc(F)cc1)N1c2ccccc2CCc2ccccc21,-24%,0%,-3%,4%,0%,1,4%,-5%,6%
O=C(Nc1ccn(CCCN2CCN(c3ncccn3)CC2)c(=O)n1)OCc1ccccc1,-16%,-2%,0%,nt,nt,-8,4%,4%,nt
Cc1ccc([C@@H]2CC=C(C(=O)O)[C@H](c3ccc(F)cc3)N2S(=O)(=O)c2ccccc2C)cc1,-28%,-2%,0%,4%,1%,7,0%,10%,7%
CN(Cc1ccco1)S(=O)(=O)c1ccc(CN2C(=O)c3cccnc3C2=O)s1,-22%,2%,-3%,6%[57.1 µM],-43%[56.9 µM],-5,-5%,1%,16%[57.1 µM]
Fc1cccc(-c2nc(-c3ccncc3)no2)c1,-13%,-3%,-1%,-1%[57.1 µM],8%,-4&-3,-1%,4%,21%[57.1 µM]
CCc1ccc(NC(=O)Cn2ncn3c(cc4ccccc43)c2=O)cc1,?,-16%&1%,1%&-4%,-9%&6%,-6%[56.9 µM],-1&1,-2%&-8%,-20%&10%,-11%&9%
O=C(NCCc1ccco1)c1nn(Cc2ccccc2)c(=O)c2ccccc12,-10%,nt,-5%,-4%,?,-1,-6%,0%,-31%
Oc1ccc(/C=N/n2cnn(Cc3ccccc3Cl)c2=S)c(O)c1,-15%,5%,0%,-7%,-19%[11.4 µM],-14,-3%,0%,0%
CN(C)CCCNS(=O)(=O)c1cc(Cl)c(Cl)cc1Cl,-7%,8%,-4%,-2%,28%,-14,4%,-22%,31%
CC(NC(=O)c1cccc(F)c1)C1CC2CCC1C2 (stereo unspecified),-10%,14%,-2%,3%,19%,0,1%,19%,26%
CCCCN(C)CCOc1ccccc1OCC,-15%,2%,-3%,-1%,12%,-15,-1%,3%,-4%
CCOC(=O)C1=C(C)N(c2ccccc2)C(=O)C1,-4%,-1%,-3%,21%,21%,-3,-2%,9%,?
OCCOCCOc1cccc2[nH]ccc12,0%,3%,1%,-3%,7%,-4,2%,-7%,11%
COC(=O)Cc1c(O)ccn(CCc2ccc(S(N)(=O)=O)cc2)c1=O,-1%,-5%,-7%,-3%,17%,-4,0%,7%,10%
CCc1ccc(OCC(=O)NNC(=O)c2ccc(-n3cncn3)c([N+](=O)[O-])c2)cc1,-9%,9%,-4%,2%,8%,-3,1%,4%,20%
O=C(CNC(=O)c1ccccc1)N/N=C/C=C/c1ccccc1,-20%,3%,-4%,-8%,-3%,-1,1%,0%,2%
Cc1nc(NNC(=O)c2ccc(Cl)cc2Cl)cc(-c2ccccc2)n1,-4%,-12%,-1%,0%,-52%,-2,-8%,1%,9%
Cc1cccc(NC(=O)CSc2cn[nH]n2)c1,-19%,-18%,-6%,-4%,6%,-1,1%,-3%,4%
COC(=O)c1ccc(N(CC(=O)NCC2CCCO2)C(=O)CCC(=O)Nc2cc(C)on2)cc1 (stereo unspecified),-20%,-2%,-4%,8%[57.1 µM],-5%,-6,0%,0%,23%[57.1 µM]
CN(CCNC(=O)C1CC(=O)N(C2CCCC2)C1)Cc1ccccc1 (stereo unspecified),-21%,-7%,-1%,5%,-6%,-1,7%,15%,-12%
Cc1ccc(-n2c(=O)[nH]c3sc4c(c3c2=O)CCCC4)cc1,?,-6%,-2%,-1%[2.29 µM],-6%,4,-1%,3%,?
COc1ccc2cc3cc(C(=O)NCCN4CCN(c5ccccc5F)CC4)oc3nc2c1,-24%,3%,1%,361%[activator],-22%,-3,0%,7%,-106%
Clc1nc(CN2CCOCC2)nc2sc3c(c12)CCC3,-21%,0%,0%,5%,1%,-13,1%,-1%,3%
COc1ccc(Cc2nc3c4cnn(-c5ccccc5Br)c4ncn3n2)cc1,-9%,nt,nt,11%,20%,-9,nt,nt,27%
Cc1ccc(-n2nc3c(=O)n(C(C)C(=O)NCCCc4ccccc4)nc(C)c3c2C)cc1 (stereo unspecified),-9%,0%,-1%,-2%,-18%,-4,1%,-5%,7%
N/C(COc1ncn(-c2ccccc2)n1)=N\S(=O)(=O)c1ccccc1,-3%,2%,-4%,-8%,-7%,-6,-12%,-9%,-13%
Cc1cn(CC(=O)NCc2ccccc2)c(=O)[nH]c1=O,-16%,-1%,-2%,3%,-9%,-5,-1%,0%,15%
Cc1nccn1CC(O)COc1ccccc1 (stereo unspecified),-13%,nt,3%,4%,44%,-2,1%,-1%,3%
O=S(=O)(CCSc1nc2ccccc2o1)Cc1ccccc1,-13%,-6%,-5%,-2%,4%,3,1%,2%,13%
Cc1csc2nc(COC(=O)c3ccccc3NC(=O)c3ccc(C(C)(C)C)cc3)cc(=O)n12,-22%,-8%,1%,-1%[57.1 µM],29%,-6,3%,-21%,4%[57.1 µM]
Cc1ccc(S(=O)(=O)NC(=O)COc2ccc(Cl)cc2Cl)cc1,-13%,-8%,-2%,-3%,7%,-8,-10%,-8%,17%
COc1ccc(S(=O)(=O)N2CCN(C(=O)c3ccco3)CC2)cc1OC,-4%,-14%,-3%,3%,28%,-14,0%,-5%,10%
NC(=NC(=O)c1ccc(OCC(F)(F)F)nc1)c1ccc(Cl)cc1,-24%,-8%,-1%,-9%,-19%,2,0%,0%,6%
